PAD4 FP inh: human PAD4 inhibitors, primary screen, biochemical, fluorescence polarization, 1536-well format. inhibition, % at 6.36 µM. 330,000 compounds, 0.41% hits. AID 485272, 2010. recombinant PAD4, RCA probe fluorescence polarization;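 active means percent inhibition above a cutoff equal to the mean of all tested compounds plus 3 SD, cut at about 15% in these data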;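 further: 0% = PAD4 with RCA probe and DMSO and 100% = probe without PAD4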
PAFAH1B2 FP inh: PAFAH1B2 enzyme inhibitors, primary screen, biochemical, fluorescence polarization, human; Platelet-activating factor acetylhydrolase IB subunit alpha2 (Homo sapiens), P68402; recombinant PAFAH1B2, FP-rhodamine activity probe; inhibition, % at 3.39 µM; 340,000 compounds, 1.2% hits;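 active means inhibition above the mean of all tested compounds plus 3 SD, cut at about 24% in these data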;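 further: 0% = enzyme with DMSO and 100% = wells lacking PAFAH1B2; many of its hits are not listed in these tables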
pPAFAH inh: pPAFAH enzyme inhibitors, primary screen, biochemical, fluorescence polarization, human; recombinant pPAFAH, FP-rhodamine probe fluorescence polarization; inhibition, % at 3.39 µM; 330,000 compounds, 1.5% hits; AID 463082, 2010;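 active means inhibition above the mean inhibition across the screen plus 3 SD, cut at about 25% in these data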;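 further: inhibitors block binding of the rhodamine activity-based probe so polarization drops; 0% = enzyme with DMSO and 100% = wells lacking pPAFAH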
Target sequence (Q13093 whole entry, looked up): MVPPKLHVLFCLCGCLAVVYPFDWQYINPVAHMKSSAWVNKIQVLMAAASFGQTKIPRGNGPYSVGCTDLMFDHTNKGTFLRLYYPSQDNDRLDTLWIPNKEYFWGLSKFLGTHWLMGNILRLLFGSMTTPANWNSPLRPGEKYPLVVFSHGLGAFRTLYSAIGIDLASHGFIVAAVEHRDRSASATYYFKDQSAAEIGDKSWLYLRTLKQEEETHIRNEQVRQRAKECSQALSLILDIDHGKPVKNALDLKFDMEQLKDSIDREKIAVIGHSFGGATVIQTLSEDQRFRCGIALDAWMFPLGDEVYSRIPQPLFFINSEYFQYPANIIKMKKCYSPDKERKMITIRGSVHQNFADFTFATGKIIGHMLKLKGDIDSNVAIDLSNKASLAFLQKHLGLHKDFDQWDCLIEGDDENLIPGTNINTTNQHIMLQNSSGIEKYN
PME-1 primary: PME-1 inhibitors via competitive probe labeling, primary screen, biochemical, fluorescence polarization, FP-Rh probe, HTS | inhibition, % at 5.9 µM | recombinant PME-1 | Protein phosphatase methylesterase 1 (Homo sapiens), Q9Y570 | AID 2130, 2009 | 320,000 compounds, 0.53% hits;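 active means inhibition above the campaign mean of all compounds plus 3 SD, cut at about 26% in these data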;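 further: competitive labeling of PME-1 active site by serine hydrolase directed probe; 0% = PME-1 with DMSO and 100% = wells lacking PME-1 enzyme; inhibitors block probe labeling so polarization falls and inhibition rises; many of its hits are not listed in these tables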
Target sequence (Q9Y570 whole entry, looked up): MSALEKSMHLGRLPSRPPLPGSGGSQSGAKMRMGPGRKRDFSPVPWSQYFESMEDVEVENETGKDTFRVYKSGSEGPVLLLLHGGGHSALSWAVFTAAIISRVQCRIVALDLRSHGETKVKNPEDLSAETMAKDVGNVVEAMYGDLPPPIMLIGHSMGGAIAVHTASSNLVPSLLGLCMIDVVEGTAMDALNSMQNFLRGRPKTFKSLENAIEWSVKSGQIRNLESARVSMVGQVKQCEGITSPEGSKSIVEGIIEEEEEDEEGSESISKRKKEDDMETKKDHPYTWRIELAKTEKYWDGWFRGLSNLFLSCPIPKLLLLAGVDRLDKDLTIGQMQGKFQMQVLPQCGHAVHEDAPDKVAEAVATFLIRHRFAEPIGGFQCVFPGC
PAFAH2 FP inh: PAFAH2 enzyme inhibitors, primary screen, biochemical, fluorescence polarization, human | AID 492956, 2010 | inhibition, % at 3.39 µM | Platelet-activating factor acetylhydrolase 2, cytoplasmic (Homo sapiens), Q99487 | recombinant PAFAH2, FP-rhodamine activity probe | 340,000 compounds, 0.99% hits;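 active means inhibition above the mean over all tested compounds plus 3 SD, cut at about 30% in these data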;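 further: inhibitors block probe labeling of enzyme so polarization drops; 0% = enzyme with DMSO and 100% = wells lacking PAFAH2 protein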
LYPLA1 counter: LYPLA1 inhibitors, primary screen, counter-screen for PME1 inhibitor project, biochemical, fluorescence polarization, FP-Rh probe ABPP; 320,000 compounds, 0.16% hits; recombinant LYPLA1; AID 2174, 2009; inhibition, % at 5.9 µM;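 active means inhibition above the mean of all tested compounds plus 3 SD, set per campaign, cut at about 14% in these data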;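 further: inhibitors block serine hydrolase probe labeling of LYPLA1 so polarization falls; 0% = enzyme with DMSO and 100% = wells lacking LYPLA1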
Target sequence (O75608 whole entry, looked up): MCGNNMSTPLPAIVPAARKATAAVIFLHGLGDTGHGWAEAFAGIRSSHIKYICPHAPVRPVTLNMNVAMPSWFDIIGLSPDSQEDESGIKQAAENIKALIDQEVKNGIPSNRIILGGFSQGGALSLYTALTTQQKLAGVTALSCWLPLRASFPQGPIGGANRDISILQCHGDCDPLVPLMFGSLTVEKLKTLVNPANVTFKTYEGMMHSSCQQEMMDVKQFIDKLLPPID
GSTO1 inh: inhibitors of recombinant GSTO1, primary screen, counter-screen for RBBP9 inhibitor project, biochemical, fluorescence polarization. inhibition, % at 5.96 µM. activity-based probe fluorescence polarization. 300,000 compounds, 1.1% hits;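 active means inhibition above the campaign mean inhibition plus 3 SD, cut at about 35% in these data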;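 further: 0% = GSTO1-1 with DMSO and 100% = wells lacking GSTO1-1 enzyme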
PAFAH1B3 FP inh: PAFAH1B3 enzyme inhibitors, primary screen, biochemical, fluorescence polarization, human; inhibition, % at 3.39 µM; 340,000 compounds, 0.28% hits; recombinant PAFAH1B3, FP-rhodamine probe; AID 492972, 2010; Platelet-activating factor acetylhydrolase IB subunit alpha1 (Homo sapiens), Q15102;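 active means inhibition above the screen-wide average of all tested compounds plus 3 SD, cut at about 25% in these data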;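 further: 0% = enzyme with DMSO only and 100% = wells lacking PAFAH1B3 protein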
Fam108B counter: mouse Fam108B serine hydrolase inhibitors, primary screen, counter-screen for RBBP9 inhibitor project, biochemical, fluorescence polarization; AID 1947, 2009; 300,000 compounds, 0.33% hits; recombinant Fam108B, FP-Rh probe fluorescence polarization; inhibition, % at 9.51 µM;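 active means inhibition above the screen mean inhibition plus 3 SD, computed separately per campaign, cut at about 18% in these data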;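 further: inhibitors lower polarization as less probe binds the enzyme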
An asterisk follows results filed as active; . = no result given.

SMILES | PAD4 FP inh | PAFAH1B2 FP inh | pPAFAH inh | PME-1 primary | PAFAH2 FP inh | LYPLA1 counter | GSTO1 inh | PAFAH1B3 FP inh | Fam108B counter
Cc1cccc(NC(=O)NNC(=O)CCc2ccccc2)c1 | 3 | 6 | -1 | -2 | 1 | -3 | 2 | 16 | -2
COc1ccc(-n2c(SCC(=O)Nc3nccs3)nc3c(c2=O)SC(C)C3)cc1 (centres undefined) | -2 | 2 | -10 | 12 | -4 | 1 | 5 | 0 | -1
CC(C)CC1CCCCC1OC(=O)C[N+]1(C)CCCCC1 (centres undefined) | 3 | 8 | 2 | -2 | -6 | 1 | 9 | 7 | -4
CNC(=S)N/N=C(\C)c1ccc(Cl)c(Cl)c1 | 5 | 3 | 0 | -4 | 3 | -4 | 2 | 11 | 7
COc1ccc(CNn2c(-c3cccc(C)c3)nc3ccccc3c2=O)cc1OC | -2 | 10 | 2 | 2 | 8 | -1 | -3 | 9 | -1
O=C(Nc1cccnc1)c1ccc(Br)s1 | 0 | 4 | 0 | 0 | 3 | -1 | 1 | -3 | 0
CC1CCN(CC(=O)NNC(=O)c2cccc(Br)c2)CC1 | 1 | -1 | 6 | -6 | -10 | 2 | 1 | 0 | 2
CC1(C)CC(=O)C(C2C3=C(CC(C)(C)CC3=O)Oc3c(Br)cc(Br)cc32)=C(O)C1 (centres undefined) | -5 | 4 | -3 | -4 | 13 | 2 | -10 | 8 | 6
COc1ccc(/C=N/NC(=O)Cn2nc(C)c([N+](=O)[O-])c2C)cc1 | 1 | -3 | 1 | 4 | 0 | 4 | 2 | 4 | 6
COc1ccccc1-c1nc(SCc2ccccn2)n[nH]1 | -1 | 1 | 4 | -10 | 3 | 2 | -2 | 1 | 1
COc1ccc(Cl)c2sc(NC(=O)C3=COCCO3)nc12 | -4 | -5 | 1 | 0 | -1 | -4 | -6 | -1 | 1
CC(=O)NC(Cc1ccccc1)C(=O)NC1CCN(c2ncccc2[N+](=O)[O-])CC1 (centres undefined) | 1 | 3 | 4 | -4 | -3 | 1 | 1 | 5 | 1
Cc1cc(C(=O)Cn2nc(C(=O)O)c3ccccc3c2=O)c(C)n1CCc1ccc(F)cc1 | -2 | 4 | 1 | -11 | 1 | -8 | 24 | 5 | -7
COc1ccc(NC(=O)CN(C)C2CCS(=O)(=O)C2)cc1 (centres undefined) | -3 | -1 | -2 | -1 | 10 | -3 | . | 11 | .
C[C@H](CO)N1C[C@H](C)[C@@H](CN(C)C(=O)Nc2ccc(C(F)(F)F)cc2)Oc2c(NC(=O)c3ccncc3)cccc2C1=O | -4 | 20 | -1 | . | 18 | . | . | 10 | .
CC(C)CC(O)C1CCN(C(=O)CCc2nnc(-c3ccccc3)o2)CC1 (centres undefined) | -4 | 1 | 0 | -6 | -3 | -5 | 10 | 6 | -3
Cc1ccccc1NC(=O)Cn1c(=O)sc2ccccc21 | 1 | 1 | 2 | -2 | -6 | -1 | 8 | 5 | -2
CCOC(=O)C1=C(C)OC(N)=C(C#N)C1c1cc(SCC)oc1C (centres undefined) | 1 | 3 | 1 | 2 | 0 | 4 | 5 | 1 | -1
Cc1ccc(CNS(=O)(=O)CCNC(=O)c2ccccc2)cc1 | -2 | 1 | 6 | 1 | -1 | 3 | 1 | 11 | -2
NC(=S)N=Nc1c(O)n(CCCl)c2ccc(Br)cc12 | -2 | 32* | 2 | 0 | 4 | -4 | 15 | 5 | -4

Brought forward from above: two entries, then new ones.
SMILES | PAD4 FP inh | PAFAH1B2 FP inh | pPAFAH inh | PME-1 primary | PAFAH2 FP inh | LYPLA1 counter | GSTO1 inh | PAFAH1B3 FP inh | Fam108B counter
Cc1ccc(CNS(=O)(=O)CCNC(=O)c2ccccc2)cc1 | -2 | 1 | 6 | 1 | -1 | 3 | 1 | 11 | -2
NC(=S)N=Nc1c(O)n(CCCl)c2ccc(Br)cc12 | -2 | 32* | 2 | 0 | 4 | -4 | 15 | 5 | -4
COc1ccc(-c2cc3c(=O)n(CC(=O)Nc4cccc(Cl)c4)nc(C)n3n2)cc1 | 2 | 3 | 4 | -1 | -8 | 1 | 6 | -2 | -1
Cc1ccc(C2C3=C(CCCC3=O)OC3=C2C(=O)CCC3)cc1 | 0 | 3 | 2 | 1 | 0 | 1 | 1 | 7 | 1
O=C(CCNS(=O)(=O)c1cccs1)NCc1cccs1 | -7 | 3 | 3 | 0 | -1 | 0 | 6 | -3 | 0
CCc1nnc(NC(=O)CSc2nnc(-c3cccnc3)n2CCc2ccccc2)s1 | -1 | 0 | -4 | 8 | -8 | 2 | 5 | 2 | 1
Cc1ccccc1C(=O)N1CCC(C(=O)Nc2ccccn2)CC1 | -4 | 3 | 1 | 5 | 4 | 5 | 4 | 6 | -2
CCc1cccc(CC)c1NC(=S)N1CCn2cccc2C1c1ccncc1 (centres undefined) | -5 | -3 | 3 | 6 | 3 | 3 | 14 | 6 | 2
O=C(O)c1nn(-c2ccccc2)nc1-c1nn(-c2ccccc2)nc1C(=O)O | -2 | 6 | 5 | -3 | -1 | 1 | -7 | 4 | -1
Cn1c(SCC(=O)N2c3ccccc3CCc3ccccc32)nnc1-c1ccc(O)cc1 | 1 | 1 | 3 | 1 | -5 | 3 | 3 | -3 | 1
CCN(CC)CCNCc1cc(Cl)ccc1OCc1ccccc1F | -1 | 1 | 9 | 4 | 5 | 1 | 10 | -2 | 0
Cc1cc(NC(=O)COc2coc(CN3CCN(c4ccc(F)cc4)CC3)cc2=O)no1 | 2 | 2 | 7 | 0 | 8 | 1 | -8 | 14 | -4
Cc1ccc(CNS(=O)(=O)c2ccc3c(c2)N(C)CCO3)cc1 | -5 | 10 | -1 | 1 | 3 | 1 | 4 | 9 | -1
CCN(CCCNC(=O)CNC(=O)Cn1cnc2ccccc2c1=O)c1cccc(C)c1 | -2 | 6 | 3 | -2 | -3 | -2 | 1 | 9 | 4
CSCCC(NC(=O)c1cccc(C)c1)C(=O)NCc1cccs1 (centres undefined) | -3 | 3 | 3 | . | 3 | . | . | 7 | .
COc1ccc([N+](=O)[O-])cc1COc1ccc2c(-c3ccccc3)cc(=O)oc2c1 | 5 | 5 | 4 | 1 | 0 | -2 | 0 | 13 | 6
CCn1c(SCC(=O)Nc2cc(OC)c(OC)c(OC)c2)nnc1-c1cccs1 | -4 | -2 | 0 | -4 | -2 | 2 | 3 | -1 | -6
COc1ccccc1NS(=O)(=O)c1ccc2oc(SCC(C)=O)nc2c1 | 0 | 2 | 0 | 2 | -3 | 1 | -6 | 6 | -2
COc1cc(N(C)C)c(NC(C)=O)cc1C(=O)O | 6 | 1 | 1 | 1 | -1 | -1 | -1 | 2 | 4
O=C(COC(=O)c1cc([N+](=O)[O-])ccc1N1CCOCC1)Nc1c(Cl)cccc1C(F)(F)F | 0 | 9 | 0 | 12 | 3 | 2 | 3 | 12 | 4
CCSc1nc(C)c(CCOc2cccc(C)c2)c(=O)[nH]1 | -3 | 6 | 3 | -1 | -4 | -5 | 1 | -1 | -2
CC(NC(=O)CSc1nc2ccccc2n1CCC#N)c1ccc(F)cc1 (centres undefined) | -5 | 2 | 3 | 5 | 8 | 0 | -7 | 2 | 2

3 compounds from above, ordered by number of heavy atoms, lowest first.
SMILES | PAD4 FP inh | PAFAH1B2 FP inh | pPAFAH inh | PME-1 primary | PAFAH2 FP inh | LYPLA1 counter | GSTO1 inh | PAFAH1B3 FP inh | Fam108B counter
CCSc1nc(C)c(CCOc2cccc(C)c2)c(=O)[nH]1 | -3 | 6 | 3 | -1 | -4 | -5 | 1 | -1 | -2
Cc1ccc(CNS(=O)(=O)c2ccc3c(c2)N(C)CCO3)cc1 | -5 | 10 | -1 | 1 | 3 | 1 | 4 | 9 | -1
Cc1cc(NC(=O)COc2coc(CN3CCN(c4ccc(F)cc4)CC3)cc2=O)no1 | 2 | 2 | 7 | 0 | 8 | 1 | -8 | 14 | -4

Single records (already shown). Values in the order: PAD4 FP inh	PAFAH1B2 FP inh	pPAFAH inh	PME-1 primary	PAFAH2 FP inh	LYPLA1 counter	GSTO1 inh	PAFAH1B3 FP inh	Fam108B counter
Record of Cc1cc(NC(=O)COc2coc(CN3CCN(c4ccc(F)cc4)CC3)cc2=O)no1 = 2	2	7	0	8	1	-8	14	-4
Record of O=C(COC(=O)c1cc([N+](=O)[O-])ccc1N1CCOCC1)Nc1c(Cl)cccc1C(F)(F)F = 0	9	0	12	3	2	3	12	4
Record of COc1ccccc1NS(=O)(=O)c1ccc2oc(SCC(C)=O)nc2c1 = 0	2	0	2	-3	1	-6	6	-2

More entries follow.
SMILES | PAD4 FP inh | PAFAH1B2 FP inh | pPAFAH inh | PME-1 primary | PAFAH2 FP inh | LYPLA1 counter | GSTO1 inh | PAFAH1B3 FP inh | Fam108B counter
CCOc1ccccc1C1C(C(=O)OC)=C(N)OC2=C1C(=O)CCC2 (centres undefined) | 3 | 3 | 3 | -2 | 3 | -2 | 8 | 7 | -3
CCOC(=O)c1c(-c2ccc(Cl)cc2)c(C#N)c(=O)n(N)c1N | 6 | -2 | 4 | -2 | 2 | 1 | 2 | -1 | 1
c1ccc(CN2CCC(N=C3NN=C(c4ccc5c(c4)OCCO5)CS3)CC2)cc1 | 5 | 10 | 5 | -1 | 1 | -2 | -34 | 14 | -4
CN(Cc1cnn(Cc2ccccc2)c1)C(=O)CN=C1NS(=O)(=O)c2ccccc21 | 3 | 1 | -4 | 0 | 2 | 2 | . | 4 | .
COc1ccc(CNC(=O)/C=C/C(=O)O)cc1OC | -1 | 6 | 1 | -2 | -1 | 3 | -4 | 5 | 4
c1coc(CNCC2OCCc3ccccc32)c1 (centres undefined) | 4 | 1 | -2 | -7 | 2 | -1 | 0 | 2 | 4
CC(C)N=C(Nc1cccnc1)c1ccccc1 | 0 | -2 | 0 | -2 | -6 | 1 | 3 | 5 | 1
O=C(N/N=C/c1ccc2ccccc2c1)c1ccc(COc2ccc3c(c2)CCC3)o1 | 4 | 6 | -6 | -14 | -4 | -15 | -8 | 3 | -10
COc1ccc(NC(=O)CCC(=O)N/N=C/c2cccnc2)cc1 | 4 | 7 | 1 | 0 | 2 | 5 | 2 | 4 | 0
Cc1nn2c(N3CCOCC3)cc(C(C)(C)C)nc2c1-c1ccccc1 | -3 | 9 | 3 | 6 | 1 | -1 | 8 | 6 | 0
COc1ccc2c(c1)OCC1=C2CCC2(C)C(=O)CC=C12 (centres undefined) | -14 | . | 1 | -16 | . | -5 | 7 | . | -15
O=C(/C=C/c1ccccc1)Nc1ccc(CN2CCOCC2)cc1 | -4 | 3 | -3 | -7 | -2 | -4 | -3 | 2 | -4

Screening results: PubChem, The Scripps Research Institute Molecular Screening Center

A portion of the library; the hit share may differ from the screen's.
